# DNMT1 block = DNMT1 (human) enzyme inhibition | P26358 | DNMT1 molecular beacon, Hinp1I cleavage, fluorescence | inhibition (reported as % activation of signal), % at 10 µM | 360,000 tested, 0.83% active | AID 588458; in the data active = inhibition above about 50%
# Scp-1 inhibitor = inhibitors of human Scp-1 phosphatase | Q9GZU7 | Recombinant Scp1, phosphopeptide, malachite green phosphate absorbance | inhibition, % at 20 µM | 340,000 tested, 0.88% active | AID 493091;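 active = inhibition above about 50% at 20 µM, limit read from the data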;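 also: plate controls were DMSO wells with enzyme for no effect and wells lacking enzyme for full effect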
#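 Times: enzyme reaction 45 min at room temperature, colour 5 min, stabilisation 30 min. Material: SCP-1 catalytic fragment, aa 76-261. Medium: Acidic Tris acetate buffer with magnesium and detergent. Signal: colorimetric free-phosphate detection, absorbance 630 nm. Read-out basis: % inhibition of SCP-1 phosphate liberation. Reagent: Phosphorylated 17-residue peptide substrate.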
# STEP inh = blocks human striatal-enriched tyrosine phosphatase | recombinant STEP, OMFP fluorogenic substrate, fluorescence | inhibition, % at 20 µM | P54829 | 360,000 tested, 0.25% active | AID 588621;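 active = inhibition at 20 µM, scaled per plate between control wells, above about 37%, limit read from the data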;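 also: 0% = DMSO with enzyme and substrate and 100% = substrate only without enzyme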
#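 System: STEP (striatal-enriched tyrosine phosphatase) enzyme, cell-free; medium: Bis-Tris pH 6.0 buffer with DTT, detergent; dosing: 20 µM, 1% DMSO; times: reaction 20 min, ambient temperature; detection: fluorescence, 480/540 nm; read-out basis: normalized % inhibition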
# MLLE-PAM2 inh = blocks PAM2 peptide binding to the PABP1 MLLE domain; P11940; GST-MLLE / FITC-PAM2 fluorescence polarization; inhibition, % at 20 µM; 360,000 tested, 0.36% active; in the data active = inhibition above about 35%, passing the limit was not always enough;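 also: plate controls were DMSO wells with GST-MLLE for no effect and wells lacking GST-MLLE protein for full effect; some results filed as inactive read as strong as hits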
# Target sequence (P11940 whole entry, looked up, the tested form may be a part): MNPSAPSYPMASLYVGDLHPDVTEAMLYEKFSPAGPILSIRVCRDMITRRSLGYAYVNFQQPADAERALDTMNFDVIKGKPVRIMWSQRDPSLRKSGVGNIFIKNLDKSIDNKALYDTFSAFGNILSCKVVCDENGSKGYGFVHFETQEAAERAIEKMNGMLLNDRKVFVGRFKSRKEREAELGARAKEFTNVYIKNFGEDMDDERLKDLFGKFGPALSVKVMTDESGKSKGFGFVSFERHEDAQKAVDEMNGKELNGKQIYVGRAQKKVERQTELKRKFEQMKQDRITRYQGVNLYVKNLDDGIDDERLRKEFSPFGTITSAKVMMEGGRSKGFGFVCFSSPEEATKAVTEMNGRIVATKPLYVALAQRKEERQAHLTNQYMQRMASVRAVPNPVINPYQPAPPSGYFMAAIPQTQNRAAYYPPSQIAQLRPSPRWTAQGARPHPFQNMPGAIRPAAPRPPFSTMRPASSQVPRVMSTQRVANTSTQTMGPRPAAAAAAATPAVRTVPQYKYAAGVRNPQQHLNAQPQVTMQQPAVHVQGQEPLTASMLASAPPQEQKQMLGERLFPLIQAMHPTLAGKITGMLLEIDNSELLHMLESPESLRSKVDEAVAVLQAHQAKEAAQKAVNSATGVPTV
# Tb MetRS inh = Trypanosoma brucei MetRS inhibition; 360,000 tested, 0.4% active; inhibition, % at 11.9 µM; purified T. brucei MetRS, ATP depletion, Kinase-Glo luminescence;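 active = inhibition above a per-plate cutoff of the control wells' mean inhibition plus 3 SD, cut at about 5.5% in these data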;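 also: 0% = DMSO wells median and 100% = median of wells with control inhibitor compound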
#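 Test system – parasite MetRS enzyme · Reagent – substrates ATP, L-methionine and bulk Escherichia coli tRNA · Doses – 11.9 µM compound single dose, 0.9% DMSO · Times – 15 min enzyme-compound preincubation, 2 h reaction, 10 min detection, 25 °C · Signal – Kinase-Glo luminescence, ATP depletion format · Controls – DMSO-only wells as low control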
# NadD block = inhibitors of Staphylococcus aureus NadD | purified NadD enzyme, colorimetric absorbance read-out | inhibition, % at 20 µM | 360,000 tested, 0.78% active | AID 602399; in the data active = inhibition above about 26%; also: some compounds past the cut are filed as inactive
# LMPTP block = LMPTP (human) inhibition; P24666; recombinant LMPTP-A, OMFP fluorogenic substrate, fluorescence intensity; inhibition, % at 20 µM; 360,000 tested, 0.22% active;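 active = compounds that cut the enzyme signal by at least half of the control window in the single-dose screen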;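 also: plate controls were DMSO wells with enzyme plus substrate for no effect and substrate without enzyme for full effect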
#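 Material: LMPTP-A; amount: 0.625 nM enzyme; doses: single 20 µM dose; times: reaction 50 min, room temperature, dark; technique: fluorescence intensity of OMFP turnover product; benchmarks: no-enzyme and uninhibited controls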
# Rpn11 inh = Rpn11 (human) deubiquitinase inhibition; human 26S proteasome, Ub4-pepOG fluorescence polarization; 20S core pre-blocked with epoxomicin; calls only at 20 µM; 360,000 tested, 0.59% active; AID 588493;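 active = inhibition at 20 µM, scaled to each plate's controls, above about 33%, limit read from the data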
# SUMO1-SIM PPI = SUMO1-SIM interaction modulation; P63165; SUMO1 binding to a labelled peptide, TR-FRET, 1 h; inhibition, % at 20 µM; 360,000 tested, 0.33% active; AID 602429; in the data active = inhibition above about 37%
# Target sequence (P63165 whole entry, looked up): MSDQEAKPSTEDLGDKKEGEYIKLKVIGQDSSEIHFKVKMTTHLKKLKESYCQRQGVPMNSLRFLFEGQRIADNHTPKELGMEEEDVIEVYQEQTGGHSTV
# CSN deneddyl inh = blocks human CSN-mediated cullin deneddylation | Q92905 | Purified CSN, SCF-Nedd8-OG deneddylation, fluorescence polarization | inhibition, % at 12.5 µM | 360,000 tested, 0.38% active;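 active = pattern-corrected inhibition above about 35%, with an unprinted fluorescence ratio check between 0.5 and 1.5, limit read from the data, passing the limit was not always enough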;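 also: 0% = enzyme with substrate and 100% = substrate without enzyme; some results filed as inactive read as strong as hits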
# Target sequence (Q92905 whole entry, looked up, one chain of several): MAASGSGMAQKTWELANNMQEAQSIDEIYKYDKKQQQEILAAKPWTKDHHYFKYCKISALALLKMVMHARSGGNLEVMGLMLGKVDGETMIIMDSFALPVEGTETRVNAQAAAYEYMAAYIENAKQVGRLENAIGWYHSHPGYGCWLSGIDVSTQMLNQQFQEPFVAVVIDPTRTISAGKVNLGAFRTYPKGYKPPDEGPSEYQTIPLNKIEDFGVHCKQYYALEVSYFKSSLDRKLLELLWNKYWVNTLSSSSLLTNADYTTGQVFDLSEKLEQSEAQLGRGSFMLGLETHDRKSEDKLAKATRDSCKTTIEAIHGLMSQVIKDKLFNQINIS
#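 Assay system: HEK293T-derived human Csn5 enzyme; quantity: 0.24 nM enzyme; medium: Tris/NaCl/DTT buffer, pH 7.5; also added: substrate SCFSkp2-Nedd8OG, 10 nM; doses: 12.5 µM compound; schedule: 90 min reaction at room temperature; signal: FP; read-out: % inhibition of substrate cleavage by Csn5; benchmarks: substrate-only high control, full reaction low control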
# An asterisk follows results filed as active; i = inactive; / = not tested or not shown.
cpd	molecule	DNMT1 block	Scp-1 inhibitor	STEP inh	MLLE-PAM2 inh	Tb MetRS inh
1	Fc1cccc(Cl)c1/C=C/c1cnc2ccccc2n1	-10	-12	-2	4	0.3
2	CNC(=S)N(Cc1ccc2c(c1)OCO2)C1CC(=O)N(c2ccc(F)cc2)C1=O (stereo not drawn)	-2	-15	1	-21	0.4
3	O=C(CNC(=S)N(Cc1ccccc1)Cc1cccnc1)NC1CC1	-2	-6	-2	-115	0.1
4	O=C(Nc1ccccc1C(=O)NC1CCCC1)NC1CCCC1	1	-2	-5	0	-0.4
5	O=C(c1cc(-c2ccccc2)nc2ccccc12)N1CCOCC1	-5	1	1	7	0.6
6	O=C(O)C(Cc1cccs1)c1cccs1 (stereo not drawn)	2	-2	2	12	0.5
7	O=C(CNC(=O)c1ccc(Cl)cc1Cl)OCC(=O)N1CCCC1	3	-2	1	12	0.1
8	O=C(CSc1nc2ccccc2c(=O)n1CC1CCCO1)NCCc1ccccc1 (stereo not drawn)	7	0	-2	-1	0.1

cpd	NadD block	LMPTP block	Rpn11 inh	SUMO1-SIM PPI	CSN deneddyl inh
1	-1	2.9	i	-21	-3
2	-12	-0.9	i	-4	-4
3	-2	1.7	i	-2	-1
4	-1	-1.4	i	6	-4
5	0	-1.4	i	-5	2
6	3	-1.4	i	-1	2
7	-2	0.1	i	4	4
8	-4	-0.1	i	-4	1

# Remaining list, next part:
cpd	molecule	DNMT1 block	Scp-1 inhibitor	STEP inh	MLLE-PAM2 inh	Tb MetRS inh
9	COC(=O)c1ccc(N2C(c3cc(OC)cc(OC)c3)=Cc3ccc(OC)cc3C2CC(=O)c2ccco2)cc1 (stereo not drawn)	/	/	/	/	-1.4
10	O=C(CCC(=O)N1CCN(S(=O)(=O)c2ccc3ccccc3c2)CC1)NCC(F)(F)F	0	-2	0	10	-0.3
11	O=C(CCNC(=O)c1ccc(Br)o1)NCc1ccccn1	-2	0	1	30	0.1
12	CSc1oc(-c2ccco2)nc1S(=O)(=O)c1ccccc1	3	2	2	-92	-0.8
13	Cc1ccc2nc(SCC(=O)O)nc(C)c2c1	6	0	1	-7	-1.7
14	O=C(C[C@H]1C/C=C\C[C@H](Cc2ccc(F)cc2)C(=O)OCCNC1=O)NCCO	8	-5	-1	-10	-0.1
15	CC1(C)CC(=O)N(CC(=O)O)c2ccccc2S1(=O)=O	0	2	-2	-9	-0.6
16	Cc1cc2cc(C)c(NCCNC(=O)c3cccc(F)c3)nc2cc1C	10	1	4	-3	-0.6

cpd	NadD block	LMPTP block	Rpn11 inh	SUMO1-SIM PPI	CSN deneddyl inh
9	22	1.9	/	-5	-5
10	-5	-1.0	i	-3	0
11	-3	0.1	i	0	-5
12	-3	-0.8	i	-4	1
13	6	-0.3	i	-1	5
14	-2	-1.3	i	-3	1
15	-4	-2.7	i	6	-1
16	3	-0.7	i	12	-4

# Some of the entries so far, with one line to a screen.
12. CSc1oc(-c2ccco2)nc1S(=O)(=O)c1ccccc1
13. Cc1ccc2nc(SCC(=O)O)nc(C)c2c1
14. O=C(C[C@H]1C/C=C\C[C@H](Cc2ccc(F)cc2)C(=O)OCCNC1=O)NCCO
15. CC1(C)CC(=O)N(CC(=O)O)c2ccccc2S1(=O)=O
16. Cc1cc2cc(C)c(NCCNC(=O)c3cccc(F)c3)nc2cc1C
screen / no.	12	13	14	15	16
DNMT1 block	3	6	8	0	10
Scp-1 inhibitor	2	0	-5	2	1
STEP inh	2	1	-1	-2	4
MLLE-PAM2 inh	-92	-7	-10	-9	-3
Tb MetRS inh	-0.8	-1.7	-0.1	-0.6	-0.6
NadD block	-3	6	-2	-4	3
LMPTP block	-0.8	-0.3	-1.3	-2.7	-0.7
Rpn11 inh	i	i	i	i	i
SUMO1-SIM PPI	-4	-1	-3	6	12
CSN deneddyl inh	1	5	1	-1	-4

# Next records.
cpd	molecule	DNMT1 block	Scp-1 inhibitor	STEP inh	MLLE-PAM2 inh	Tb MetRS inh
17	COc1ccc2oc3cc(C)[n+]([O-])c(-c4ccc(Br)cc4)c3c2c1	8	6	-1	5	-1.0
18	Cc1cc(C)c(NC(=O)CNC(=O)CSc2nnc(N)s2)c(C)c1	2	-3	-3	-4	-0.2
19	Cc1ncnc(N)c1CCCNc1ccccc1	5	4	-4	5	-0.5
20	CCOc1ccc(NC(=O)CN(C)C(=O)C2CSC3(C)CCC(=O)N23)cc1OCC (stereo not drawn)	2	-6	2	5	-0.3
21	NC(=O)C1CCN(C(=O)CCc2nc3ccccc3c(=O)[nH]2)CC1	1	-6	-6	10	-1.0
22	COC(=O)Nc1nn(Cc2ccccc2F)cc1Br	2	-4	-3	-1	-1.1
23	C=CCOc1ccc(/C=C/C(=O)OCC(=O)N2CCCc3ccccc32)cc1	3	-8	0	-8	-0.1
24	O=C(CCNC(=O)c1ccco1)Nc1ccc(C(F)(F)F)cc1	1	-6	0	4	-1.5

cpd	NadD block	LMPTP block	Rpn11 inh	SUMO1-SIM PPI	CSN deneddyl inh
17	3	-0.4	i	-2	-2
18	-3	0.0	i	0	-13
19	4	7.0	i	1	-3
20	1	-1.8	i	7	-6
21	9	-1.8	i	2	0
22	-6	-0.1	i	2	-2
23	2	0.7	i	4	-3
24	6	1.0	i	4	-5

# One compound at a time, from the list above. Order of screens: DNMT1 block | Scp-1 inhibitor | STEP inh | MLLE-PAM2 inh | Tb MetRS inh | NadD block | LMPTP block | Rpn11 inh | SUMO1-SIM PPI | CSN deneddyl inh
# COC(=O)Nc1nn(Cc2ccccc2F)cc1Br is entered as 2 | -4 | -3 | -1 | -1.1 | -6 | -0.1 | i | 2 | -2
# Cc1ncnc(N)c1CCCNc1ccccc1 is entered as 5 | 4 | -4 | 5 | -0.5 | 4 | 7.0 | i | 1 | -3
# O=C(CCNC(=O)c1ccco1)Nc1ccc(C(F)(F)F)cc1 is entered as 1 | -6 | 0 | 4 | -1.5 | 6 | 1.0 | i | 4 | -5
# COc1ccc2oc3cc(C)[n+]([O-])c(-c4ccc(Br)cc4)c3c2c1 is entered as 8 | 6 | -1 | 5 | -1.0 | 3 | -0.4 | i | -2 | -2
# NC(=O)C1CCN(C(=O)CCc2nc3ccccc3c(=O)[nH]2)CC1 is entered as 1 | -6 | -6 | 10 | -1.0 | 9 | -1.8 | i | 2 | 0

# The listing continues:
cpd	molecule	DNMT1 block	Scp-1 inhibitor	STEP inh	MLLE-PAM2 inh	Tb MetRS inh
25	CC(C)C(=O)N1CC(=O)Nc2ccc(F)cc2C1c1ccc(F)cc1 (stereo not drawn)	0	-9	-2	6	-0.8
26	O=C(c1ccncc1)N(Cc1ccccc1)Cc1nc2ccccc2c(=O)[nH]1	-2	8	0	-9	-0.2
27	NC(=O)c1oc2ccccc2c1NC(=O)CN1CCCCC1	1	-8	-8	7	-1.3
28	COc1ccc(-c2csc3ncnc(N4CCN(S(=O)(=O)c5cccs5)CC4)c23)cc1	-7	8	3	-4	-0.2
29	COc1cccc(-c2onc3ccc(C(C)=O)cc23)c1	-1	-7	3	14	-1.3
30	Cc1cccn2c(=O)c3cc(C(=O)N4COCC4(C)C)n(C)c3nc12	1	-7	-2	-1	0.1
31	COC(=O)CC1SC(=O)NC1=Nc1ccccc1 (stereo not drawn)	1	-7	-4	10	-1.1
32	COCCNC(=O)C1(C)CCCN(C(=O)c2ccc(F)cc2Cl)C1 (stereo not drawn)	-4	/	0	-1	-0.2

cpd	NadD block	LMPTP block	Rpn11 inh	SUMO1-SIM PPI	CSN deneddyl inh
25	-2	0.1	i	6	0
26	-1	-1.0	i	0	-4
27	-5	-1.0	i	-4	-1
28	12	3.7	i	-13	3
29	1	2.0	i	-27	3
30	-3	-1.2	i	-14	-6
31	8	-1.3	i	3	-2
32	4	0.0	i	-7	-6

# (cont.)
cpd	molecule	DNMT1 block	Scp-1 inhibitor	STEP inh	MLLE-PAM2 inh	Tb MetRS inh
33	CC1(C(=O)Nc2cccc(C(F)(F)F)c2)Cc2c(-c3cccc(C(F)(F)F)c3)ccnc2O1 (stereo not drawn)	-16	/	0	4	-0.6
34	O=[N+]([O-])c1ccc(Nc2nc(NCCO)nc(N3CCCC3)n2)cc1	-18	-13	-2	-9	0.2
35	Cc1c(NC(=O)NCCN2C(=O)C3C4C=CC(C4)C3C2=O)c(=O)n(-c2ccccc2)n1C (stereo not drawn)	-1	-4	-2	5	-0.2
36	CS(=O)(=O)Nc1ccc2c(c1)OCC(=O)N2Cc1ccccc1	1	-2	0	5	-0.9
37	O=C(OCN1C(=O)c2ccccc2C1=O)c1ccco1	3	5	0	4	-0.2
38	CCCC(C)NC(=S)NC(=O)c1cc(S(=O)(=O)N2CCOCC2)ccc1C (stereo not drawn)	-5	-3	6	14	0.0
39	N#Cc1ccc(NC(=S)NC(=O)CCc2ccc(S(=O)(=O)N3CCOCC3)cc2)cc1	-2	-11	9	9	-0.2
40	O=C(CCCNS(=O)(=O)c1cccs1)N1CCN(c2cccc(Cl)c2)CC1	-8	-12	1	-9	0.3

cpd	NadD block	LMPTP block	Rpn11 inh	SUMO1-SIM PPI	CSN deneddyl inh
33	5	3.2	i	2	-3
34	4	0.7	i	-9	6
35	0	-1.9	i	-2	-1
36	1	-0.7	i	-1	-2
37	1	-2.6	i	-2	0
38	-4	0.7	i	-2	1
39	-5	0.1	i	-2	5
40	-7	-1.0	i	0	-1

# Next section.
cpd	molecule	DNMT1 block	Scp-1 inhibitor	STEP inh	MLLE-PAM2 inh	Tb MetRS inh
41	Cc1occc1C(=O)NNC(=O)c1ccc(Br)o1	2	-4	1	-14	0.9
42	Cc1ccccc1NC(=O)C(Cc1ccccc1)n1cccc1 (stereo not drawn)	-1	-5	1	-6	-0.1
43	NC(=O)Cn1c(=O)oc2ccccc21	-1	-13	-1	11	-0.2
44	CCOC(=O)CN1C(c2ccc(O)cc2)Nc2ccc(Br)cc2C1c1ccccc1 (stereo not drawn)	-16	-6	-1	9	-0.8
45	CCCC(=O)N(c1ccc2oc(=O)sc2c1)S(=O)(=O)c1cccs1	1	-7	0	34	-1.6

cpd	NadD block	LMPTP block	Rpn11 inh	SUMO1-SIM PPI	CSN deneddyl inh
41	-4	0.2	i	2	-1
42	-3	-0.3	i	0	-4
43	3	0.2	i	-2	1
44	1	-0.7	i	0	2
45	-1	-0.2	i	29	7

# Screening data as filed in PubChem.
